From PubChem
PAFAH2 inh: inhibitors of human PAFAH2. actives 0.99% (n = 340,000). recombinant PAFAH2, FP-rhodamine activity probe, fluorescence polarization. inhibition, % at 3.39 µM. Q99487;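 active means inhibition above the mean over all tested compounds plus 3 SD, cut at about 30% in these data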;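 further: inhibitors block probe labeling of enzyme so polarization drops; 0% = enzyme with DMSO and 100% = wells lacking PAFAH2 protein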
EBNA-1 inh: blocks EBNA-1 binding to DNA; EBNA-1 DNA binding, fluorescence polarization; inhibition, % at 14.8 µM; AID 1950; actives 0.34% (n = 300,000); in the data active means inhibition above about 28%
PAD4 FP inh: PAD4 (human) enzyme inhibition | Q9UM07 | recombinant PAD4, RCA probe fluorescence polarization | inhibition, % at 6.36 µM | actives 0.41% (n = 330,000);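 active means percent inhibition above a cutoff equal to the mean of all tested compounds plus 3 SD, cut at about 15% in these data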;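 further: 0% = PAD4 with RCA probe and DMSO and 100% = probe without PAD4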
LYPLA1 inh: LYPLA1 (human) inhibition in PME1 counter-screen; O75608; AID 2174; inhibition, % at 5.9 µM; recombinant LYPLA1, FP-Rh probe fluorescence polarization; actives 0.16% (n = 320,000);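 active means inhibition above the mean of all tested compounds plus 3 SD, set per campaign, cut at about 14% in these data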;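 further: inhibitors block serine hydrolase probe labeling of LYPLA1 so polarization falls; 0% = enzyme with DMSO and 100% = wells lacking LYPLA1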
Target sequence (O75608 whole entry, looked up): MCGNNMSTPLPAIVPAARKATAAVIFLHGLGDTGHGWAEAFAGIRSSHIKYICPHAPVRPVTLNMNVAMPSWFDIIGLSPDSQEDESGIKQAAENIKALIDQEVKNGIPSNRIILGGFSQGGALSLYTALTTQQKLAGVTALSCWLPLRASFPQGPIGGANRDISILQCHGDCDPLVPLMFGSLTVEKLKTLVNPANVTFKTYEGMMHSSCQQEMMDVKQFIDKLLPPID
PAFAH1B3 FP inh: PAFAH1B3 (human) inhibition; Q15102; recombinant PAFAH1B3, FP-rhodamine probe, fluorescence polarization; inhibition, % at 3.39 µM; actives 0.28% (n = 340,000); AID 492972;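 active means inhibition above the screen-wide average of all tested compounds plus 3 SD, cut at about 25% in these data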;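 further: 0% = enzyme with DMSO only and 100% = wells lacking PAFAH1B3 protein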
Target sequence (Q15102 whole entry, looked up): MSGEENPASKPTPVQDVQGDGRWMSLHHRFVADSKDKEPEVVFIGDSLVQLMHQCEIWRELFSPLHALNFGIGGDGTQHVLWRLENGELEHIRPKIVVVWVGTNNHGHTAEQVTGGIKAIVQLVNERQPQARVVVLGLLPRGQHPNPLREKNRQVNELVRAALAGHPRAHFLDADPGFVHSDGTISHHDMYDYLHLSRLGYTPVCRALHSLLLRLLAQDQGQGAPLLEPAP
LYPLA2 inh: LYPLA2 (human) inhibition in PME1 counter-screen | actives 0.38% (n = 320,000) | inhibition, % at 5.9 µM | AID 2177 | recombinant LYPLA2, FP-Rh probe fluorescence polarization | O95372;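 active means inhibition above the screen-wide mean plus 3 SD, limit set per campaign, cut at about 26% in these data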;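 further: 0% = LYPLA2 with DMSO and 100% = wells lacking LYPLA2 enzyme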
Target sequence (O95372 whole entry, looked up): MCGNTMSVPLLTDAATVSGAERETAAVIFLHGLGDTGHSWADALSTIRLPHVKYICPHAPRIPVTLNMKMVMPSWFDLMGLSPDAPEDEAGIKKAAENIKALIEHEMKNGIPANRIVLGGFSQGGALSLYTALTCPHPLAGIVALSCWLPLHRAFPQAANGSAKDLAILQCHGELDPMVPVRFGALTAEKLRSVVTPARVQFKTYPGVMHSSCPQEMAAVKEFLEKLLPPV
GSTO1 counter: blocks human GSTO1 in RBBP9 counter-screen; recombinant GSTO1, activity-based probe fluorescence polarization; actives 1.1% (n = 300,000); P78417; inhibition, % at 5.96 µM;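 active means inhibition above the campaign mean inhibition plus 3 SD, cut at about 35% in these data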;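 further: 0% = GSTO1-1 with DMSO and 100% = wells lacking GSTO1-1 enzyme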
Target sequence (P78417 whole entry, looked up): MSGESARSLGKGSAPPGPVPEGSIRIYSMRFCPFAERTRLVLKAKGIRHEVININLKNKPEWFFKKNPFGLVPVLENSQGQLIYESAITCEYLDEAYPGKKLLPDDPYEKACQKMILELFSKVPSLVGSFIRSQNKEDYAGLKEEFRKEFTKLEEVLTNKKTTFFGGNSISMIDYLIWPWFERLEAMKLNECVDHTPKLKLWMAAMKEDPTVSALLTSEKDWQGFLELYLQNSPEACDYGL
ZTA counter: counter-screen for EBNA-1 inhibitors: inhibitors of Epstein-Barr virus ZTA. P03206. inhibition, % at 11 µM. ZTA-DNA binding, fluorescence polarization. actives 0.15% (n = 320,000); in the data active means inhibition above about 33%
PREPL inhibitor: inhibitors of human prolyl oligopeptidase-like enzyme PREPL; actives 0.68% (n = 320,000); recombinant PREPL, fluorescence polarization activity-based probe; AID 2751; inhibition, % at 5.96 µM; in the data active means inhibition above about 43%;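 further: 0% = enzyme with DMSO and 100% = wells lacking enzyme; many of its hits are not listed in these tables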
Active calls of the source: *; · = no result given.

SMILES | PAFAH2 inh | EBNA-1 inh | PAD4 FP inh | LYPLA1 inh | PAFAH1B3 FP inh | LYPLA2 inh | GSTO1 counter | ZTA counter | PREPL inhibitor
CCCC1=NN(c2ccc([N+](=O)[O-])cc2)C(=O)/C1=C/N(C)C | 2 | 2 | 2 | 1 | 7 | -3 | -2 | 6 | -2
N#Cc1cccc(NC(=O)COC(=O)c2cc(S(=O)(=O)Nc3ccccc3Cl)ccc2O)c1 | 77* | · | -3 | · | 5 | · | · | · | 14
CCOC(=O)N1CCN(C(=O)CN2C(=O)NC(C)(c3ccc4ccccc4c3)C2=O)CC1 (stereo not drawn) | 11 | · | 3 | -2 | 6 | 1 | · | -10 | 16
COC(=O)Cn1c(CN2CCN(C(=O)c3ccco3)CC2)nc2c1c(=O)n(C)c(=O)n2C | 2 | -17 | -2 | -2 | -2 | 1 | -2 | -19 | 19
COc1cccc(OCC(O)CN2CCN(c3ccc(Cl)cc3)CC2)c1 (stereo not drawn) | 9 | 0 | -2 | 0 | 0 | 8 | -8 | 0 | 18
CN(CC(=O)Nc1ccc(Cl)cc1)CC(=O)Nc1ccc(F)c(F)c1F | -4 | -10 | 2 | -3 | 6 | -3 | 4 | 4 | -34
CCC(=O)c1ccc(OCC(=O)NC2CCN(Cc3ccccc3)CC2)cc1 | -2 | · | -1 | · | 4 | · | · | · | 11
Cc1cccc(CSC2=NN3CCCC(=O)N=C3S2)c1 | 0 | -12 | 4 | -3 | 4 | 7 | 6 | -12 | -9
CC(=O)NC1(C(F)(F)F)C(=O)Nc2c1c(=O)[nH]c(=O)n2CC(C)C (stereo not drawn) | -1 | 7 | 1 | 4 | 5 | 11 | 0 | -3 | 4
Oc1ccc(Cl)cc1CNn1cnnc1 | 3 | 6 | -1 | 0 | 4 | 3 | 3 | 3 | -5
NC(=NCCc1c[nH]c2ccccc12)NC(=O)c1ccc(F)cc1 | 0 | -5 | 1 | -3 | 1 | -2 | 6 | -17 | -68
COc1ccc(C)cc1-n1ccn(CC(=O)Nc2ccc(Br)cc2F)c(=O)c1=O | -2 | 6 | 3 | 4 | 8 | 6 | -8 | 1 | 10
COc1cc2ccccc2cc1C(=O)Nc1cc(C)ccn1 | -2 | 7 | 0 | -8 | 7 | -8 | 3 | -6 | -12
CCC/C=C1/CCCOC(C(=O)NCc2ccccc2)(C(F)(F)F)C1 (stereo not drawn) | 8 | 9 | -1 | 1 | 10 | 2 | 5 | -13 | 1
Cc1ccc(NC(=O)COc2ccccc2C=O)cc1Cl | 8 | -17 | 0 | -1 | 4 | -4 | 4 | 5 | 7

Structures listed above shown as hits in PAFAH2 inh:
SMILES	PAFAH2 inh	EBNA-1 inh	PAD4 FP inh	PAFAH1B3 FP inh	PREPL inhibitor
N#Cc1cccc(NC(=O)COC(=O)c2cc(S(=O)(=O)Nc3ccccc3Cl)ccc2O)c1	77*	·	-3	5	14

In another format: results already given.
Every second line gives: PAFAH2 inh	EBNA-1 inh	PAD4 FP inh	LYPLA1 inh	PAFAH1B3 FP inh	LYPLA2 inh	GSTO1 counter	ZTA counter	PREPL inhibitor
COC(=O)Cn1c(CN2CCN(C(=O)c3ccco3)CC2)nc2c1c(=O)n(C)c(=O)n2C
  2	-17	-2	-2	-2	1	-2	-19	19
CCCC1=NN(c2ccc([N+](=O)[O-])cc2)C(=O)/C1=C/N(C)C
  2	2	2	1	7	-3	-2	6	-2
Cc1ccc(NC(=O)COc2ccccc2C=O)cc1Cl
  8	-17	0	-1	4	-4	4	5	7
CCC/C=C1/CCCOC(C(=O)NCc2ccccc2)(C(F)(F)F)C1 (stereo not drawn)
  8	9	-1	1	10	2	5	-13	1

(continued)
SMILES | PAFAH2 inh | EBNA-1 inh | PAD4 FP inh | LYPLA1 inh | PAFAH1B3 FP inh | LYPLA2 inh | GSTO1 counter | ZTA counter | PREPL inhibitor
O=C1CC(SCc2nc3ccccc3[nH]2)C(=O)N1c1ccc(F)c(Cl)c1 (stereo not drawn) | 2 | -7 | -8 | -4 | 5 | 0 | 11 | -10 | 8
Cn1nnnc1SCc1cn2cccnc2n1 | 4 | 3 | -6 | -1 | 4 | -6 | 2 | -6 | -2
O=Cc1coc2c(ccc3ccccc32)c1=O | · | -10 | -6 | -12 | · | -16 | 30 | 11 | -5
O=C(OCc1nnc(-c2ccc(Br)cc2)o1)c1cncc(Br)c1 | -3 | 1 | 4 | 3 | 4 | 10 | 1 | -5 | -21
COc1ccc(-c2oc3ccc(-c4cc(OC)c(OC)c(OC)c4)cc3c2-c2ccc(OC)nc2)cc1 | 0 | -2 | -2 | 2 | -4 | 4 | -1 | -13 | -3
COc1cc(NC(=S)Nc2ccc(N(C)C(C)=O)cc2)cc(OC)c1 | -4 | -9 | 3 | -1 | 4 | -5 | 2 | -7 | 5
COC(=O)c1c(C)oc2ccc(OC(=O)c3cccs3)cc12 | 11 | 1 | -3 | -5 | 2 | 5 | 10 | -7 | 20
CCN(Cc1ccncc1)Cc1cn[nH]c1-c1cc(OC)c(OC)c(OC)c1 | 3 | -2 | 8 | -1 | 5 | 6 | 14 | -17 | 5
CC(=O)NCCc1cc2cc(C)c(C)cc2[nH]c1=O | 1 | -9 | 0 | 0 | -5 | 5 | -1 | 2 | -3
COc1ccc(-n2c(Cc3cccn3C)nnc2SCC(=O)Nc2ccccc2C)cc1 | 7 | -1 | 4 | 0 | 7 | -1 | 11 | 6 | 6
O=C(NCC1CCCO1)c1cn(Cc2ccccc2)nc1-c1ccc(Cl)cc1 (stereo not drawn) | 2 | · | 3 | -3 | 14 | -3 | · | 3 | 1
Nc1cc(N)nc(SCC(=O)N2CCN(C(=O)c3ccco3)CC2)n1 | 3 | -9 | -3 | -1 | -1 | 5 | -2 | 10 | 5
CCOC(=O)c1[nH]c(C)c(C(=O)OCC(=O)N(C)C2CCS(=O)(=O)C2)c1C (stereo not drawn) | -4 | 0 | -3 | 3 | 14 | 4 | 4 | -6 | 4
COC(=O)CSc1nsc(SCC(=O)OC)c1C#N | 0 | 3 | -3 | 0 | 2 | -4 | -3 | -2 | 10
COc1ccccc1CCC(=O)Nc1cc(S(=O)(=O)N2CCOCC2)ccc1N1CCCC1 | -1 | -3 | 2 | -2 | 8 | -4 | 4 | -3 | 8
O=C1Nc2ccccc2N(O)N1c1cc(-c2cccc(Cl)c2)no1 | -2 | 0 | -1 | -1 | -7 | -1 | -6 | 9 | 5
COC(=O)c1cc(-c2ccccc2)n(CCN)c1C | -2 | 5 | -4 | 0 | 6 | -2 | 0 | 7 | 8
S=C(NCc1ccccn1)Nc1ccccc1Cl | -5 | 6 | -4 | -2 | 13 | 3 | 1 | 7 | 8
Cc1cc(N2CCN(C)CC2)nc2ccc(NC(=O)c3cccnc3Cl)cc12 | 2 | 3 | -5 | -2 | 11 | -2 | -101 | 7 | 4
CCOC(=O)N1CCC(N2CCN(Cc3ccc(F)c(F)c3)C(CCO)C2)CC1 (stereo not drawn) | -2 | 4 | -1 | -3 | 18 | 3 | 4 | -6 | 0
O=C1/C(=C\c2ccncc2)CCc2ccccc21 | -2 | -1 | -4 | 3 | 4 | 6 | 11 | 17 | 6
O=C(CN1C(=O)NC2(CCCc3ccccc32)C1=O)c1ccc(F)c(F)c1 (stereo not drawn) | 5 | · | 2 | · | 6 | · | · | · | 27
CC1=CC(=C(C#N)C#N)C=C(C)N1CCN1CCN(C(=O)Nc2cccc(Cl)c2)CC1 | -32 | 21 | -3 | -18 | -25 | -34 | -12 | -12 | -1
CCN(CC)CCCN1C(=O)c2oc3ccccc3c(=O)c2C1c1cccs1 (stereo not drawn) | · | 3 | 2 | -5 | · | -7 | 11 | -4 | -8
COc1ccc(CCNC(=O)CC2SC(=Nc3cc(C)cc(C)c3)NC2=O)cc1OC (stereo not drawn) | -1 | 0 | -4 | 4 | 5 | -1 | -7 | 6 | 3
Cc1cccc(Cn2c(C(=O)OC(C)C)cc3c2ccn3C)c1 | -11 | 12 | 1 | 2 | -2 | 2 | 0 | 10 | 8
Cc1ccccc1CC1(CO)CCCN(C(=O)CCCN2CCCCC2=O)C1 (stereo not drawn) | -6 | 11 | 0 | 5 | 6 | 5 | 2 | 0 | 19
O=C(NCc1ccc(C(F)(F)F)cc1)C1CC(c2ccc(C(F)(F)F)cc2)=NO1 (stereo not drawn) | 1 | 5 | 0 | -4 | 15 | -5 | -5 | -13 | -23
Nn1c(SCC(=O)N2CCOCC2)nnc1C1CC1 | -4 | 2 | 4 | 3 | 1 | 3 | -7 | -7 | 8
CC1CN(C(=O)C(Sc2ccccc2)c2ccccc2)CC(C)O1 (stereo not drawn) | -1 | 4 | -2 | 0 | -1 | 3 | 0 | -3 | -7

An excerpt from above in order of length of the SMILES, smallest number first:
SMILES | PAFAH2 inh | EBNA-1 inh | PAD4 FP inh | LYPLA1 inh | PAFAH1B3 FP inh | LYPLA2 inh | GSTO1 counter | ZTA counter | PREPL inhibitor
CCOC(=O)N1CCC(N2CCN(Cc3ccc(F)c(F)c3)C(CCO)C2)CC1 (stereo not drawn) | -2 | 4 | -1 | -3 | 18 | 3 | 4 | -6 | 0
O=C(NCc1ccc(C(F)(F)F)cc1)C1CC(c2ccc(C(F)(F)F)cc2)=NO1 (stereo not drawn) | 1 | 5 | 0 | -4 | 15 | -5 | -5 | -13 | -23
CC1=CC(=C(C#N)C#N)C=C(C)N1CCN1CCN(C(=O)Nc2cccc(Cl)c2)CC1 | -32 | 21 | -3 | -18 | -25 | -34 | -12 | -12 | -1

(continued)
SMILES | PAFAH2 inh | EBNA-1 inh | PAD4 FP inh | LYPLA1 inh | PAFAH1B3 FP inh | LYPLA2 inh | GSTO1 counter | ZTA counter | PREPL inhibitor
CC(C)COc1ccc(C(=S)N2CCCC2)cc1 | -9 | -17 | -3 | -2 | 12 | 1 | 5 | 9 | -7
COc1cc(C(CCN2CCCC2)c2c(OC)cc(OC)c3c(-c4ccccc4)cc(=O)oc23)cc(OC)c1OC (stereo not drawn) | 7 | 6 | -6 | -5 | 6 | -4 | 7 | -6 | -24
Cc1cc(C)cc(NC(=O)CSc2nnc(Cc3cccn3C)n2-c2ccc(F)cc2)c1 | -9 | 3 | 0 | 0 | 5 | -2 | -2 | 9 | 4
CCC1(C)Cc2c(sc3nnn(CC(=O)Nc4cccc5ccccc45)c(=O)c23)CO1 (stereo not drawn) | -15 | 11 | 2 | -11 | -7 | 7 | -9 | -2 | 21
COc1cc2nc(COc3ccc(C#N)cc3)n(CC#N)c(=O)c2cc1OC | 2 | -5 | 0 | 2 | 1 | 14 | 6 | 7 | 14
CCOc1ccc2nc(COC(=O)c3cccc([N+](=O)[O-])c3)c(C(C)=O)[n+]([O-])c2c1 | · | -4 | -3 | -3 | · | 2 | 13 | 1 | 2
CCOC(=O)N1CCN(c2ccc(C(=O)c3ccccc3)cc2F)CC1 | 7 | 1 | -1 | 7 | 8 | 19 | -7 | 0 | 6
Cc1ccc(CN2CCN(Cc3cccn3-c3ccc(Cl)cn3)CC2CCO)o1 (stereo not drawn) | 3 | -4 | -1 | 3 | 9 | -2 | 6 | -22 | 4
NC(=O)C1CCCN(C(=S)Nc2ccccc2)C1 (stereo not drawn) | 1 | -3 | 0 | 4 | 3 | -2 | -1 | -16 | 7
O=C(/C=C/c1c(Cl)cccc1Cl)N1CCOCC1 | 2 | 7 | -1 | -2 | -3 | -3 | 0 | -12 | -6
N#CCCN1CCCN(CCC#N)CCN(CCC#N)CCCN(CCC#N)CC1 | 2 | -10 | 4 | -1 | 5 | 3 | 1 | -7 | 17

Only part of the results is shown; rates above refer to the full screens.
